Screening results: PubChem BioAssay, several laboratories
PfHsp40 rescue = rescue of yeast from PfHsp40 toxicity, primary screen, S. cerevisiae, ATP luminescence. growth rescue, % at 12.5 µM. 340,000 tested, 0.68% active. S. cerevisiae expressing PfHsp40, growth rescue; in the data active = growth rescue above about 28%, passing the limit was not always enough;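 also: yeast W303a lacking pdr1 and pdr3 grown in galactose medium; growth measured after three days at 30 °C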
CCHFV vOTU inh = CCHFV vOTU protease inhibitors, primary screen, biochemical, Pep-AMC substrate, fluorescence | inhibition, % at 11.5 µM | 370,000 tested, 0.55% active; in the data active = inhibition above about 30%; also: 0% = vehicle wells with enzyme and 100% = no enzyme wells
Y pestis TopoI = Yersinia pestis topoisomerase I inhibitors, primary screen, biochemical, cleavage product accumulation, plate reader, single point | 360,000 tested, 0.064% active | Y. pestis Topo-I cleavage product accumulation | DNA topoisomerase I (Yersinia pestis CO92) | AID 504884, 2011 | activity, % at 10 µM; in the data active = activity above about 50%, passing the limit was not always enough; also: inactives centre near 2
SSB-PriA inh = inhibitors of Klebsiella pneumoniae PriA binding to SSB C-terminal tail, primary screen, biochemical, AlphaScreen; inhibition, % at 33 µM; 430,000 tested, 0.6% active; AlphaScreen SSBct-PriA binding, biotinylated peptide; in the data active = inhibition mostly above about 37%, no sharp cut-off; inactive = mostly below about 20%;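 also: plate controls were negative control peptide for no effect and reference peptide for full effect; strong numbers were not always called active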
SARS 3CLpro inh = SARS-CoV 3CLpro protease inhibitors, primary screen, biochemical, quenched FRET; Replicase polyprotein 1ab (Severe acute respiratory syndrome coronavirus), P0C6X7; recombinant SARS-CoV 3CLpro, quenched FRET peptide cleavage; inhibition, % at 6 µM; 290,000 tested, 0.14% active; AID 1706, 2009; in the data active = inhibition above about 12%
Vc quorum ag = inducers of Vibrio cholerae quorum light production without autoinducers, primary screen, BH1578 luxS cqsA deficient, single point; V. cholerae BH1578 lux reporter, luminescence, 6 h; activation, % at 18.7 µM; 350,000 tested, 0.16% active; in the data active = activation mostly above about 9.7%, no sharp cut-off; also: not every result past the cut was called active; inactives centre near 0; reference of the scale not given here
BoNT A protease = BoNT/A light chain protease inhibitors, primary screen, biochemical, flow cytometry, MLPCN library; AID 588499, 2011; 360,000 tested, 0.17% active; Botulinum neurotoxin type A light chain protease (Clostridium botulinum A str. ATCC 3502); inhibition, % at 10 µM; multiplex microsphere protease substrate cleavage; also: plate controls were buffer without enzyme for full effect and enzyme alone for no effect
TcdB inh = TcdB glycohydrolase inhibitors, primary screen, biochemical, single point, plate reader | inhibition, % at 9.99 µM | 350,000 tested, 0.24% active | Toxin B (Clostridioides difficile), P18177 | TcdB glycohydrolase enzymatic assay; in the data active = inhibition above about 10%
VHR inh abs = VHR1 phosphatase inhibitors, primary screen, biochemical, absorbance, uHTS. Dual specificity protein phosphatase 3 (Homo sapiens), P51452. recombinant VHR phosphatase, pNPP absorbance. inhibition, % at 13.3 µM. 290,000 tested, 0.52% active. AID 1654, 2009; in the data active = inhibition above about 50%; also: some compounds called inactive have numbers as strong as hits
Target sequence (P51452 whole entry, looked up): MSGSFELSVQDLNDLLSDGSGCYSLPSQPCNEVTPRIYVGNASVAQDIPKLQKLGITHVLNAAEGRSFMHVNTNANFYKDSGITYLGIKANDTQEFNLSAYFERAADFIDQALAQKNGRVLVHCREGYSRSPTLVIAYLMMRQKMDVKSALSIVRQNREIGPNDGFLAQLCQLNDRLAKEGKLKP
Anthrax LF inh2 = Bacillus anthracis LF protease inhibitors, primary screen, biochemical, multiplex microsphere, MLPCN library; Lethal factor (Bacillus anthracis), P15917; multiplex microsphere protease cleavage assay; inhibition, % at 10 µM; 360,000 tested, 0.12% active; also: plate controls were buffer without enzyme for full effect and enzyme alone for no effect
Target sequence (P15917 whole entry, looked up): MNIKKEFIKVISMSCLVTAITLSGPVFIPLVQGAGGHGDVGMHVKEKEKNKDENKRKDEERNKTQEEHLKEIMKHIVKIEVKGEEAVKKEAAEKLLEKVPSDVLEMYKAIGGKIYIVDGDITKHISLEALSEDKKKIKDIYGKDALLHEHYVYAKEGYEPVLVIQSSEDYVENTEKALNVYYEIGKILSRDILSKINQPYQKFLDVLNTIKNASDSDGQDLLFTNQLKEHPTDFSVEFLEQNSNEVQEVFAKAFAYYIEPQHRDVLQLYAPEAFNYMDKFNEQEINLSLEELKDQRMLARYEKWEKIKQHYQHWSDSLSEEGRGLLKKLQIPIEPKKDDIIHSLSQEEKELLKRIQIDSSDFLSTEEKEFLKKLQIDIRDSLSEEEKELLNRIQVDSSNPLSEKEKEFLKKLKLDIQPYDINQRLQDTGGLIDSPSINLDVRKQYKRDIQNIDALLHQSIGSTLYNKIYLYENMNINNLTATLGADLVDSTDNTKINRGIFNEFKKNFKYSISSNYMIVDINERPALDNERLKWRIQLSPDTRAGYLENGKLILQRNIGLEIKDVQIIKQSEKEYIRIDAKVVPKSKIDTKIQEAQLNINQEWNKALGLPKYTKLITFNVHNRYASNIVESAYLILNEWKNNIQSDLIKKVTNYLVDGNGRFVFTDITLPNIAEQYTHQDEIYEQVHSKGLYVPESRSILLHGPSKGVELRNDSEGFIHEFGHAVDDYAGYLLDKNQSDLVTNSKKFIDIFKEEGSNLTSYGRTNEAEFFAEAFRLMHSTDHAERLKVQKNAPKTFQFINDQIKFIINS
* marks the source's active call; other numbers are inactive results. Rule as the data show it, unless noted: active = inhibition above about 30%; inconclusive = no clear call, values can overlap the other calls; inactive = below that. Only part of the results is shown, so the mix of outcomes need not match the whole.

What do the screens show for `CC(=O)Nc1ccc(NC2=Nc3ccccc3N3C2=Nc2c(c(C)nn2-c2ccccc2)C3c2ccccc2)cc1` (configuration not stated)?
PfHsp40 rescue: -1.0; CCHFV vOTU inh: 18.8; Y pestis TopoI: 3.8; SSB-PriA inh: -15.8; SARS 3CLpro inh: -5.2; Vc quorum ag: 0.0; BoNT A protease: 147.0*; TcdB inh: 3.5; VHR inh abs: 23.2; Anthrax LF inh2: 68.2*

How did CC(C)(C)c1ccccc1OCC(=O)Nc1ncn[nH]1 do in these assays?
PfHsp40 rescue: -0.8; CCHFV vOTU inh: -3.9; Y pestis TopoI: -4.0; SSB-PriA inh: -18.6; SARS 3CLpro inh: -6.2; Vc quorum ag: -0.1; BoNT A protease: -1.3; VHR inh abs: 22.3; Anthrax LF inh2: 8.8

Results for CCCCn1c(=O)cc(O)c2ccccc21 ?
PfHsp40 rescue: 0.0; CCHFV vOTU inh: 19.3; Y pestis TopoI: -3.1; SSB-PriA inh: 1.2; SARS 3CLpro inh: -8.5; Vc quorum ag: -0.8; BoNT A protease: -0.4; VHR inh abs: 3.5; Anthrax LF inh2: -3.5

How did COc1ccc(C(=O)O/N=C(\N)c2ccccn2)cc1 do in these assays?
PfHsp40 rescue: 0.1; CCHFV vOTU inh: 7.4; Y pestis TopoI: 11.6; SSB-PriA inh: inactive; SARS 3CLpro inh: -2.4; Vc quorum ag: -0.1; BoNT A protease: 0.4; TcdB inh: -0.3; VHR inh abs: -2.6; Anthrax LF inh2: -0.1

What do the screens show for `CC(=O)N1CCN(c2ccc(NC(=S)NC(=O)/C=C/c3ccccc3)cc2)CC1`?
CCHFV vOTU inh: 4.7; SARS 3CLpro inh: 7.2; TcdB inh: -0.1; VHR inh abs: 7.6

What do the screens show for `CCN(CC)C(=O)N1CCN(S(=O)(=O)c2ccc(C)cc2)CC1`?
PfHsp40 rescue: -0.2; CCHFV vOTU inh: -10.8; Y pestis TopoI: -0.5; SSB-PriA inh: -10.4; SARS 3CLpro inh: -2.3; Vc quorum ag: -0.4; BoNT A protease: -0.1; VHR inh abs: 13.3; Anthrax LF inh2: 0.8

How did O=C1c2c(Br)c(Br)c(Br)c(Br)c2C(=O)N1c1ccccn1 do in these assays?
PfHsp40 rescue: 0.3; CCHFV vOTU inh: 7.3; Y pestis TopoI: -0.3; SSB-PriA inh: -1.3; SARS 3CLpro inh: 2.3; Vc quorum ag: -0.4; BoNT A protease: -1.5; TcdB inh: 0.4; VHR inh abs: 9.4; Anthrax LF inh2: -8.2

What do the screens show for `CN(c1ccccc1)S(=O)(=O)c1cccc(C(=O)NCC(c2cccs2)N2CCOCC2)c1` (configuration not stated)?
CCHFV vOTU inh: 1.0; Y pestis TopoI: 28.6; Vc quorum ag: inactive; BoNT A protease: -0.4; TcdB inh: 0.9; Anthrax LF inh2: -0.9

How did CCOCCCNC(=O)CN1CCN(Cc2ccccc2C)C1=O do in these assays?
PfHsp40 rescue: 0.4; CCHFV vOTU inh: -3.0; Y pestis TopoI: 5.4; SSB-PriA inh: -12.7; SARS 3CLpro inh: 1.4; Vc quorum ag: -0.3; BoNT A protease: -0.9; TcdB inh: 1.4; VHR inh abs: 36.3; Anthrax LF inh2: -14.9

How did O=C(CN1CCN(c2ccc(O)cc2)CC1)NC(=O)NCc1ccco1 do in these assays?
PfHsp40 rescue: 0.1; CCHFV vOTU inh: -6.5; Y pestis TopoI: -12.8; SSB-PriA inh: -2.2; SARS 3CLpro inh: 1.1; Vc quorum ag: -1.0; BoNT A protease: -0.1; TcdB inh: -5.5; VHR inh abs: 17.6; Anthrax LF inh2: -0.2

Results for CCCn1c(=O)c(C(=O)NCc2ccccn2)c(O)c2ccccc21 ?
PfHsp40 rescue: 3.2; CCHFV vOTU inh: 6.3; Y pestis TopoI: 28.0; SSB-PriA inh: -12.7; SARS 3CLpro inh: -0.4; Vc quorum ag: inactive; BoNT A protease: -0.1; VHR inh abs: -9.6; Anthrax LF inh2: -1.4

What do the screens show for `COC(=O)C1=C(O)/C(=C\c2sccc2C)N=C1C`?
PfHsp40 rescue: -1.0; CCHFV vOTU inh: 1.0; Y pestis TopoI: -4.1; SSB-PriA inh: -11.7; SARS 3CLpro inh: -0.4; Vc quorum ag: -0.3; BoNT A protease: 1.0; TcdB inh: -1.2; VHR inh abs: 2.9; Anthrax LF inh2: 3.3

How did NC(=O)C1(N2CCCCC2)CCN(Cc2nc(-c3cccs3)no2)CC1 do in these assays?
PfHsp40 rescue: -0.1; CCHFV vOTU inh: -6.9; Y pestis TopoI: 1.9; SSB-PriA inh: -11.3; SARS 3CLpro inh: -2.6; Vc quorum ag: inactive; BoNT A protease: -0.5; TcdB inh: 2.2; VHR inh abs: -0.1; Anthrax LF inh2: -18.8

What do the screens show for `CC=C(C)C1(CCC)C(=O)NC(=S)NC1=O`?
PfHsp40 rescue: -0.6; CCHFV vOTU inh: -2.1; Y pestis TopoI: 5.1; SSB-PriA inh: -16.6; Vc quorum ag: inactive; BoNT A protease: -0.3; TcdB inh: 0.9; Anthrax LF inh2: -3.6

How did Cc1nnc(NC(=O)c2ccncc2)s1 do in these assays?
PfHsp40 rescue: -0.7; CCHFV vOTU inh: 11.8; Y pestis TopoI: -1.6; SSB-PriA inh: -6.8; SARS 3CLpro inh: 4.8; Vc quorum ag: 1.1; BoNT A protease: -0.1; VHR inh abs: -6.7; Anthrax LF inh2: -0.1

Results for CSC1=NC(NCCCO)c2c(sc3c2CC(C)(C)OC3)N1 (configuration not stated) ?
PfHsp40 rescue: 1.2; CCHFV vOTU inh: -45.1; Y pestis TopoI: -3.6; SSB-PriA inh: -3.9; SARS 3CLpro inh: -1.2; Vc quorum ag: -0.3; BoNT A protease: 1.3; VHR inh abs: 14.7; Anthrax LF inh2: -1.1

Results for CN1CCN(c2ccc(Nc3ccnc4cc(Cl)ccc34)cc2)CC1 ?
PfHsp40 rescue: 0.6; CCHFV vOTU inh: 6.6; Y pestis TopoI: -22.8; SSB-PriA inh: 4.8; SARS 3CLpro inh: -0.3; Vc quorum ag: -0.7; BoNT A protease: -1.6; TcdB inh: 1.6; VHR inh abs: 33.1; Anthrax LF inh2: -3.3

Results for CCCCNc1c(-c2cccc(OC)c2)nc2nc(C)cc(C)n12 ?
CCHFV vOTU inh: -2.4; BoNT A protease: 0.2; TcdB inh: -1.9; Anthrax LF inh2: 2.7

Results for CCOc1ccccc1-n1c(N)c(C(N)=O)sc1=S ?
PfHsp40 rescue: -1.0; CCHFV vOTU inh: 5.5; Y pestis TopoI: -5.3; SSB-PriA inh: 0.7; SARS 3CLpro inh: -1.9; Vc quorum ag: -1.0; BoNT A protease: 0.5; VHR inh abs: 10.3; Anthrax LF inh2: 2.0

What do the screens show for `O=C(Cc1ccc(Cl)cc1)NCc1ccccc1Cl`?
PfHsp40 rescue: -0.1; CCHFV vOTU inh: 1.4; Y pestis TopoI: -0.7; SSB-PriA inh: -13.3; SARS 3CLpro inh: 0.6; Vc quorum ag: inactive; BoNT A protease: -0.3; TcdB inh: 0.9; VHR inh abs: 15.5; Anthrax LF inh2: -4.9

How did COc1cc2c(cc1OC)C1C(C(=O)Nc3ccccc3N3CCN(C)CC3)c3ccccc3C(=O)N1CC2 (configuration not stated) do in these assays?
PfHsp40 rescue: -0.1; CCHFV vOTU inh: -4.3; Y pestis TopoI: 3.4; SSB-PriA inh: -13.1; SARS 3CLpro inh: 0.3; Vc quorum ag: -0.5; BoNT A protease: -0.5; TcdB inh: 1.3; VHR inh abs: 20.2; Anthrax LF inh2: -5.4

Results for CC1CCC(NC(=O)C2CCC(CNS(=O)(=O)c3ccc4c(c3)C(C)(C)C(=O)N4C)CC2)CC1 (configuration not stated) ?
CCHFV vOTU inh: -3.2; Y pestis TopoI: -1.5; Vc quorum ag: -0.4; BoNT A protease: -0.7; TcdB inh: -0.3; Anthrax LF inh2: 2.6

How did CC1CCCCC1NC(=O)CN1CCN(S(=O)(=O)c2ccc(Br)s2)CC1 (configuration not stated) do in these assays?
PfHsp40 rescue: 0.7; CCHFV vOTU inh: 3.5; Y pestis TopoI: 29.0; SSB-PriA inh: -0.2; Vc quorum ag: -0.7; BoNT A protease: -0.3; TcdB inh: 0.9; Anthrax LF inh2: -0.5

What do the screens show for `Cc1cccc(NC(=O)c2ccc3nsnc3c2)c1C`?
PfHsp40 rescue: -0.3; CCHFV vOTU inh: -14.5; Y pestis TopoI: -1.7; SSB-PriA inh: -20.0; SARS 3CLpro inh: -3.7; Vc quorum ag: -0.3; BoNT A protease: -0.2; TcdB inh: 0.5; VHR inh abs: 6.5; Anthrax LF inh2: -0.4

How did O=C(NNc1nc(Nc2ccccc2)nc(N2CCOCC2)n1)Nc1ccc(Cl)cc1 do in these assays?
PfHsp40 rescue: -1.0; CCHFV vOTU inh: 7.4; Y pestis TopoI: 6.8; SSB-PriA inh: 3.3; SARS 3CLpro inh: 3.4; Vc quorum ag: -0.4; BoNT A protease: 2.0; TcdB inh: 0.7; VHR inh abs: 47.6; Anthrax LF inh2: 10.4

What do the screens show for `N#CCCn1cc(CNC2CCC(O)CC2)c2ccccc21` (configuration not stated)?
PfHsp40 rescue: -0.5; CCHFV vOTU inh: -5.2; Y pestis TopoI: -0.1; SSB-PriA inh: -12.4; SARS 3CLpro inh: 5.2; Vc quorum ag: -0.5; BoNT A protease: -3.5; TcdB inh: 0.2; VHR inh abs: 20.4; Anthrax LF inh2: 6.4

What do the screens show for `CC1CCCC(C)N1C(=O)COC(=O)c1ccc([N+](=O)[O-])o1` (configuration not stated)?
PfHsp40 rescue: -0.2; CCHFV vOTU inh: 14.6; Y pestis TopoI: 2.6; SSB-PriA inh: -3.7; Vc quorum ag: inactive; BoNT A protease: -0.3; TcdB inh: 0.7; Anthrax LF inh2: -16.4

What do the screens show for `COc1ccc(-c2ccc3c(c2)S(=O)(=O)c2cccc(C(=O)NC4CC4)c2C3=O)cc1OC`?
PfHsp40 rescue: 7.3; CCHFV vOTU inh: -5.3; Y pestis TopoI: -5.0; SSB-PriA inh: 6.7; Vc quorum ag: -6.7; BoNT A protease: 0.1; TcdB inh: 1.3; Anthrax LF inh2: -5.8

How did COc1ccc(C(=O)NCCCN(C)CCCNC(=O)c2ccc(OC)cc2)cc1 do in these assays?
PfHsp40 rescue: 0.2; CCHFV vOTU inh: -2.4; Y pestis TopoI: 1.0; SSB-PriA inh: -3.0; SARS 3CLpro inh: -1.4; Vc quorum ag: -0.8; BoNT A protease: -2.9; TcdB inh: -0.2; VHR inh abs: 3.5; Anthrax LF inh2: 9.2
